Screening data (PubChem)
rCAG RNA binder: r(CAG) repeat RNA binding; inhibition, % at 3 µM; AID 651821; actives 1.3% (n = 370,000); TO-PRO-1 dye displacement fluorescence;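 active means inhibition above the plate cutoff, the mean of all test compounds on that plate plus 3 SD, cut at about 35% in these data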;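 further: 0% = DMSO alone and 100% = 100 µM mitoxantrone as full dye displacement; higher means more dye released from RNA so lower well fluorescence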
mABHD4 FP: inhibits mouse alpha/beta hydrolase domain 4; Q8VD66; purified mABHD4, FP-Rh probe fluorescence polarization; inhibition, % at 8.92 µM; actives 0.54% (n = 370,000);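 active means inhibition exceeding the mean over every tested compound plus 3 SD, cut at about 30% in these data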;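 further: 0% = plate median of compound wells and 100% = S159A mutant with DMSO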
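Assay system: Wild-type mouse ABHD4 protein | Medium: HEPES pH 7.0 buffer, 150 mM NaCl, 0.01% Pluronic F-127 | Incubation: Enzyme–compound pre-incubation 45 min, then probe 60 min, both 25 °C | Technique: Fluorescence polarization with parallel and perpendicular emission, 525/598 nm | Evaluation: % inhibition of FP-Rh probe binding versus controls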
ARFGAP1 inh: rat ARFGAP1 inhibition; actives 0.26% (n = 360,000); inhibition, % at 16.5 µM; Arfgap1-stimulated ARF1 GTP hydrolysis, GDP FP detection; Q62848; AID 651572;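 active means inhibition above a per-plate limit, mean inhibition of low control wells plus 3 SD, cut at about 25% in these data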;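 further: 0% = DMSO wells with enzyme and 100% = wells lacking Arfgap1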
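Material: rat Arfgap1 catalytic domain, aa 1-136; also added: human ARF1(Δ1-17)-GTP substrate; compound dosing: one concentration, 16.5 µM, DMSO 1.26%; incubation: GTP hydrolysis reaction 2 h at 25 °C; measured by: Tracer-displacement fluorescence polarization with EDTA stop, 620/688 nm; evaluation: % inhibition from polarization; repeats: one replicate per compound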
Rev-erbA mod: Rev-erb alpha (human) modulation. Rev-erbα–FITC-DNA binding, fluorescence polarization, 90 min. actives 0.79% (n = 370,000). activity, % at 10 µM. AID 1259318;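 active means activity above about 14%, limit read from the data; passing the limit was not always enough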;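 further: 0% = DMSO wells with 35 nM protein and 100% = DMSO wells with 750 nM protein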
ASAP1 inh: blocks human ASAP1-stimulated Arf1 GTP hydrolysis. Q9ULH1. GDP FP detection. inhibition, % at 16.5 µM. actives 0.19% (n = 360,000). AID 624377; in the data active means inhibition above about 25%;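 further: 0% = vehicle with enzyme and substrate and 100% = no enzyme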
PG9 binder: PG9 antibody binding by small molecule | TR-FRET gp120-PG9 antibody binding | inhibition, % at 6.7 µM | actives 0.43% (n = 360,000); in the data active means inhibition above about 8.5%
HTRA1 inh: inhibitors of human serine peptidase HTRA1; Q92743; recombinant HTRA1, FP-rhodamine activity-based probe, fluorescence polarization; inhibition, % at 5.96 µM; actives 0.5% (n = 340,000); AID 504803; in the data active means inhibition above about 36%;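 further: 0% = enzyme with DMSO and 100% = wells lacking enzyme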
SMARCA2 activ: SMARCA2 function activation, primary screen | actives 1% (n = 370,000) | activation, % at 9.1 µM | MG213 cells, MMTV-luciferase reporter, dexamethasone, overnight; in the data active means activation above about 7.8%;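 further: 0% = vehicle wells and 100% = reference activator wells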
GC-B act: GC-B (human) receptor activation | AID 1920062 | actives 0.11% (n = 370,000) | HEK293-GC-B cells, CNP EC30, cGMP TR-FRET; 0% at EC30 CNP, 100% saturating CNP | activation, % at 10 µM;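 active means activation at 10 µM reaching about 35% in either raw or pattern-adjusted values, limit read from the data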
Target sequence (P20594 whole entry, looked up): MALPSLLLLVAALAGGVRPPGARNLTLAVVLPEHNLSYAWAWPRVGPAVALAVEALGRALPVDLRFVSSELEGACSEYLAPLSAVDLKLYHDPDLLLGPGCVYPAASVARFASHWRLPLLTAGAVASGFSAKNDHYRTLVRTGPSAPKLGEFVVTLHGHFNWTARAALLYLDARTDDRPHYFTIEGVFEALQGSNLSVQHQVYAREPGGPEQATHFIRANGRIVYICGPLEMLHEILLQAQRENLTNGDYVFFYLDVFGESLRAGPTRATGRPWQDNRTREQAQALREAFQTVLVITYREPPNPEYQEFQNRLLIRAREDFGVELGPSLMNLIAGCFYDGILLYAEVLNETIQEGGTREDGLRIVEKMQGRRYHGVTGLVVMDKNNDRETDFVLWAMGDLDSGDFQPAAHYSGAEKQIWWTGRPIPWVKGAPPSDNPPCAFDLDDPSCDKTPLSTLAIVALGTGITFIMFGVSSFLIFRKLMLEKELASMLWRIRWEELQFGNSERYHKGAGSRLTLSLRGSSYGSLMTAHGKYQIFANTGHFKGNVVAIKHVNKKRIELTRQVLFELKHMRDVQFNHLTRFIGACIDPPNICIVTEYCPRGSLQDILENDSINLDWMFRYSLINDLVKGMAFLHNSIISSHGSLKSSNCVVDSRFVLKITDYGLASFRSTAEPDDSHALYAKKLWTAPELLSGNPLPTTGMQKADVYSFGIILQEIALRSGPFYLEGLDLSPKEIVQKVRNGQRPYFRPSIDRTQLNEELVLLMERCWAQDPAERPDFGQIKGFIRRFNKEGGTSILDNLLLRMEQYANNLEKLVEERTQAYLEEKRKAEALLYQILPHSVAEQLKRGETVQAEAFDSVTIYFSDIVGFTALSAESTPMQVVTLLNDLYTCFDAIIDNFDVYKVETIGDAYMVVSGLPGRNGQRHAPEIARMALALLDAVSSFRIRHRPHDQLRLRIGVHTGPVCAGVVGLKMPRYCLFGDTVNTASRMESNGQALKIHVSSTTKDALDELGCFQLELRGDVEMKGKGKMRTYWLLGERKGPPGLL
GC-A act: GC-A (human) enzyme activation; P16066; HEK293 GC-A cells, cGMP TR-FRET, EC30 ANP; 0% at EC30 ANP, 100% saturating ANP; activation, % at 10 µM; actives 0.14% (n = 370,000); in the data active means activation above about 40%
Active calls of the source: *; . = not tested or not shown; & = joins results of further samples.

SMILES	rCAG RNA binder	mABHD4 FP	ARFGAP1 inh	Rev-erbA mod	ASAP1 inh	PG9 binder	HTRA1 inh	SMARCA2 activ	GC-B act	GC-A act
CC(OC(=O)c1ccc(-n2cnnn2)cc1)C(=O)Nc1ccccc1[N+](=O)[O-] (configuration not stated)	0	-11	9	2	-16	-1.1	4	-1	-6	-2
COc1ccc(NC(=O)c2cc(-c3cc(Cl)ccc3OC)n[nH]2)c(OC)c1	12	-44	-1	-5	17	0.6	.	-8	25	38
CN(C)c1ccc(S(=O)(=O)NCC(=O)NCC2CCCCC2)cc1[N+](=O)[O-]	0	5	3	-3	-7	-0.1	-2	-3	-8	2
Cc1cccn2c(CN(C)CCC3CCCCO3)c(C(=O)N3CCCCC3)nc12 (configuration not stated)	-10	-2	-2	3	0	-3.0	6	2	0	-1
CCCCCN(CCCCC)C(=O)C(CCC(=O)O)NC(=O)c1ccc(Cl)c(Cl)c1 (configuration not stated)	54*	-10	-6	5&-2	10	-0.1	-9	1	5	4
CCc1ccc(N(CC)c2ncnc3nc[nH]c23)cc1	-1	3	0	-3	6	-1.0	-8	-4	-8	-3
COc1ccc(CNc2cc(C)nc3ccc(OC)cc23)cc1	10	-10	3	1	-1	-1.0	-19	3	10	10
COc1cc(C)ccc1S(=O)(=O)NC(=O)C1(C)CCN1C(=O)c1ccc(C(F)(F)F)nc1C (configuration not stated)	1	3	-2	1	-9	-1.3	.	6	2	-2
CCOc1ccc(/C=C/C(=O)NCc2ccccc2)cc1	3	-3	2	2	-4	-2.6	-5	3	0	1
Cc1cc(C)cc(NC(=O)C(Sc2nnc(C)c(=O)[nH]2)c2ccccc2)c1 (configuration not stated)	27	-6	4	-8	7	-2.1	-16	-2	-4	-1
COc1ccc(-n2cc(-c3ccccc3)c3c(NCCCN4CCOCC4)ncnc32)cc1	-3	4	-1	-7	7	1.4	6	-1	-4	2
Cc1cc(C)c(C#N)c(SCC(=O)CC(=O)OC(C)C)n1	-1	3	-4	-1	-5	0.1	5	0	1	-1
CN1CCN(c2ccc(CNC(=O)C3(C)Cc4c(-c5ccc(C(N)=O)cc5)ccnc4O3)cc2)CC1 (configuration not stated)	0	3	1	-3	-4	-0.3	.	-1	4	0
COC(=O)c1n[nH]n(-c2ccc(F)c(Cl)c2)c1=O	-3	0	-1	6	-6	0.1	.	-1	4	0
O=[N+]([O-])c1ccc([N+](=O)[O-])c(Nc2ccc(N3CCOCC3)cc2)c1	0	0	-10	3	9	0.2	9	3	-11	0
O=C1/C(=C/c2ccncc2)SC(=S)N1C1CCCCC1	1	3	10	5	11	-0.8	0	-2	2	-7
COc1ccc(CNC(=O)CN(C(=O)c2snc(C(N)=O)c2N)c2cccc(F)c2)cc1	3	-1	4	5	-19	-1.0	3	-3	2	-7
O=C1CCC(C(=O)Nc2ccccc2N2CCOCC2)=NN1	-2	7	-4	-2	-6	-0.5	-2	-2	13	3
Cc1ccc(C(=O)N/C(=C\c2ccco2)C(=O)NCc2cccnc2)cc1	4	-2	-5	5	-20	-0.5	5	8.0*	-1	1
CCOC(=O)C1=CN(Cc2cccc(-c3ccc(Cl)nc3)c2)S(=O)(=O)N(C)C1C (configuration not stated)	4	-17	8	-2	2	-2.7	-30	-2	-3	-3
COc1ccc(C(=O)N[C@H](C(=O)Nc2sccc2C(N)=O)C(C)C)cc1	5	-5	0	3	4	2.3	-12	-3	0	1
COc1ccc(S(=O)(=O)N2CCN(Cc3ccc4c(c3)OCO4)CC2)cc1	-3	-1	-5	3	2	0.5	-5	-1	0	2
Cc1cccc(OCc2nnc(SCC(=O)Nc3nccs3)o2)c1	15	11	13	-4	11	-0.7	6	0	0	-2
COc1cc(S(=O)(=O)N(Cc2cccc(OC)c2OC)CC2CCCO2)ccc1-n1cnnn1 (configuration not stated)	-3	-9	-7	1	3	-0.3	0	-5	-6	-6
O=C(Nc1cccc(Br)c1)c1ccc2c(c1)SC1=NS(=O)(=O)CCN12	12	0	-11	5	-9	-2.7	-3	-1	9	5
CC(=O)Nc1cccc(-c2ccnc3c2CC(C)(C(=O)NCc2cccs2)O3)c1 (configuration not stated)	5	0	13	-1	2	-0.4	.	-6	-2	-11
CC[C@]12c3[nH]c4ccc(OC)cc4c3CCN1C(=O)C(CC(=O)NCCCOC)C[C@@H]2C(=O)N1CCN(C(=O)C2CC2)CC1 (some centres not stated)	2	1	5	5	-4	1.9	4	-4	0	1
O=C(COC(=O)C1CCN(c2ccc(C(F)(F)F)cn2)CC1)NCCc1ccccc1	-8	-2	6	5	-2	-0.3	-7	-1	-1	-3
Cc1nc2cc(N=NC3=C(O)CCCC3=O)ccc2s1	8	19	2	-2	10	-8.3	3	5	-10	-11
Cc1nc(-c2nnc(SCC(=O)Nc3cc(Cl)cc(Cl)c3)n2C)cs1	0	-1	-19	4	-10	0.4	4	-6	1	1
COC(=O)C1CN(Cc2ccccc2)CCS(=O)(=O)N1Cc1cn(Cc2ccccc2)nn1 (configuration not stated)	-2	7	.	-4	.	.	.	-3	-1	2
CCOC(=O)CSc1nc2sc3c(c2c(=O)n1-c1ccccc1)CCN(C)C3	-2	0	2	1	-10	-3.5	-6	2	7	14
O=C(NCCc1ccccc1)C(=O)N/N=C/c1ccccc1C(F)(F)F	-2	8	-4	3	7	-0.9	-6	-2	1	-3
O=C(NC(=S)Nc1cc([N+](=O)[O-])ccc1O)C1CC1	0	2	20	-2	8	-2.4	-2	-1	-1	1
CC(C)C[C@H]1CN=C(Nc2ccccc2)N1CCCCc1ccccc1	1	3	-7	-10	1	-0.1	1	0	-11	-2
CCC1CCCCN1C(=O)c1cc2cc(Br)ccc2oc1=O (configuration not stated)	3	5	1	3	6	1.3	-1	0	1	1
O=C(Cn1c(=O)[nH]c2ccsc2c1=O)N1CCN(c2ccc(F)cc2)CC1	-4	2	-8	.	7	1.4	.	-2	.	.
COC(=O)[C@@]1(C)[C@H]2C(=O)N(C)C(=O)[C@H]2[C@H]2CN=C(SCc3ccccc3)N21	1	3	3	-9	0	-0.8	3	1	-1	1
Cc1cccc(N=C2NC(=O)/C(=C\c3cccs3)S2)c1	26	-33	-2	2	-11	-1.6	-60	7.9*	-5	9
CCN(CC)C(=O)c1ccc(CS(=O)(=O)c2ccc(OC)cc2)o1	1	-2	-7	1	1	-2.2	-4	-1	5	0

2 compounds picked at random from those above, as already listed:
SMILES	rCAG RNA binder	mABHD4 FP	ARFGAP1 inh	Rev-erbA mod	ASAP1 inh	PG9 binder	HTRA1 inh	SMARCA2 activ	GC-B act	GC-A act
Cc1cccc(N=C2NC(=O)/C(=C\c3cccs3)S2)c1	26	-33	-2	2	-11	-1.6	-60	7.9*	-5	9
CC(C)C[C@H]1CN=C(Nc2ccccc2)N1CCCCc1ccccc1	1	3	-7	-10	1	-0.1	1	0	-11	-2

Later entries:
SMILES	rCAG RNA binder	mABHD4 FP	ARFGAP1 inh	Rev-erbA mod	ASAP1 inh	PG9 binder	HTRA1 inh	SMARCA2 activ	GC-B act	GC-A act
CC(C)c1ccc(NC(=O)c2cccc(NC3=NC4CS(=O)(=O)CC4S3)c2)cc1 (configuration not stated)	9	-13	3	-2	-24	-1.9	-6	-2	5	3
CCC(=O)N1CCN(c2ccccc2NC(=O)c2ccc(OC)c(Cl)c2)CC1	-6	-6	5	5	6	-0.7	-5	-3	2	2
O=C(COC(=O)/C=C/c1nc2ccccc2s1)Nc1cccc(Cl)c1Cl	4	2	-4	-2	0	-0.7	3	1	0	5
CCn1c(N2CCN(S(=O)(=O)c3ccc(OC)cc3)CC2)nc2ccccc21	-6	-3	-3	7	-13	-0.1	-11	-4	-10	-10
COc1ccc(S(=O)(=O)Nc2c(C(=O)O)[nH]c3ccc(OC)cc23)c(OC)c1	36*	26	-13	-3	-12	-2.5	31	-1	-10	0
COc1ccc(C(=O)Nc2ccc(C(=O)NCCc3ccccc3)cc2)cc1	-4	4	9	-2	10	-0.1	-7	-1	-4	-1
CCc1cc(-c2nnn(CCC3COCCO3)c2CC)ccc1-c1cn(CCc2c[nH]c3ccccc23)nn1 (configuration not stated)	6	-4	13	5	-2	4.1	-23	-6	2	2
CSc1ccc(NS(=O)(=O)c2ccc(-n3cnnn3)cc2)cc1	7	-5	-3	0	14	-0.1	-7	-3	-1	-2
CCN(CC)c1ccc(C(=O)N/N=C(\C)c2cccc(OC)c2)cc1	0	5	4	-1	0	-1.2	-8	-2	-1	0
Cc1occc1-c1nnc(SCC(=O)NC2(C#N)CCCC2)n1C	-1	6	-2	3	12	-1.1	0	-3	2	3
Cc1c(NC(=O)c2cc(CC(C)C)on2)c(=O)n(-c2ccccc2)n1C	1	-6	2	5	3	1.3	-6	-4	-4	0
N#Cc1nc(-c2cccs2)oc1N1CCOCC1	1	-8	-10	-8	2	-0.8	-4	-3	0	0
CC(C)(C)C1CCC(=NNC(=S)NCc2ccccc2)CC1 (configuration not stated)	0	6	-7	-3	3	-1.5	-9	-2	-3	-6

Gathered by group, the entries above containing an NH in an aromatic ring (8)
SMILES	rCAG RNA binder	mABHD4 FP	ARFGAP1 inh	Rev-erbA mod	ASAP1 inh	PG9 binder	HTRA1 inh	SMARCA2 activ	GC-B act	GC-A act
COc1ccc(NC(=O)c2cc(-c3cc(Cl)ccc3OC)n[nH]2)c(OC)c1	12	-44	-1	-5	17	0.6	.	-8	25	38
CCc1ccc(N(CC)c2ncnc3nc[nH]c23)cc1	-1	3	0	-3	6	-1.0	-8	-4	-8	-3
Cc1cc(C)cc(NC(=O)C(Sc2nnc(C)c(=O)[nH]2)c2ccccc2)c1 (configuration not stated)	27	-6	4	-8	7	-2.1	-16	-2	-4	-1
COC(=O)c1n[nH]n(-c2ccc(F)c(Cl)c2)c1=O	-3	0	-1	6	-6	0.1	.	-1	4	0
CC[C@]12c3[nH]c4ccc(OC)cc4c3CCN1C(=O)C(CC(=O)NCCCOC)C[C@@H]2C(=O)N1CCN(C(=O)C2CC2)CC1 (some centres not stated)	2	1	5	5	-4	1.9	4	-4	0	1
O=C(Cn1c(=O)[nH]c2ccsc2c1=O)N1CCN(c2ccc(F)cc2)CC1	-4	2	-8	.	7	1.4	.	-2	.	.
COc1ccc(S(=O)(=O)Nc2c(C(=O)O)[nH]c3ccc(OC)cc23)c(OC)c1	36*	26	-13	-3	-12	-2.5	31	-1	-10	0
CCc1cc(-c2nnn(CCC3COCCO3)c2CC)ccc1-c1cn(CCc2c[nH]c3ccccc23)nn1 (configuration not stated)	6	-4	13	5	-2	4.1	-23	-6	2	2
